M5 PAM = potentiates acetylcholine response at human M5 receptor; hit rate 0.3% among 360,000; AID 624038; P08912; activation, % at 3 µM; CHO-K1 hM5, Fluo-8 calcium, ACh EC20 PAM; 0% = ACh EC20, 100% = ACh EC100;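 active = activation above the run cutoff, the mean activation of all test compounds plus 3 SD, cut at about 18% in these data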
Target sequence (P08912 whole entry, looked up): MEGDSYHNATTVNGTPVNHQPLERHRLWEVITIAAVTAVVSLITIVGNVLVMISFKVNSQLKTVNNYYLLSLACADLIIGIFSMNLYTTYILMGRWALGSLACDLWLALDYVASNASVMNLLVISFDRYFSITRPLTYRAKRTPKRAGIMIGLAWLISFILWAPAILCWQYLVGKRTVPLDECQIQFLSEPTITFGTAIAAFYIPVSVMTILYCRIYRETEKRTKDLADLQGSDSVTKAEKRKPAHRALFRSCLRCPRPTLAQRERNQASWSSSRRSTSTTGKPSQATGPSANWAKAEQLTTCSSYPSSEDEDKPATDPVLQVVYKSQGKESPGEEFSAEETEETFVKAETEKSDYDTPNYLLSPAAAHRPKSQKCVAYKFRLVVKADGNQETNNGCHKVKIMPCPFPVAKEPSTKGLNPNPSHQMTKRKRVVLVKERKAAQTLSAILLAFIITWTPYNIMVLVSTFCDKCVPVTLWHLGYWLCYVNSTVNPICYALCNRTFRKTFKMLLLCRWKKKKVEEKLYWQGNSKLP
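system = human M5 receptor in CHO-K1 cells | reagent = EC20 acetylcholine as agonist stimulus | compound dosing = single-point, 3 µM nominal | incubation = Fluo-8 loading 80 min at 37 °C plus 30 min room temperature | detection = Fluo-8 calcium dye fluorescence, kinetic read | benchmarks = low control EC20 acetylcholine (0%), high control EC100 acetylcholine (100%)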
M4 PAM = CHRM4 positive allosteric modulation; P08173; AID 624126; CHO-K1 hM4/Gqi5, Fluo-8 calcium fluorescence, ACh EC20; 0% = ACh EC20, 100% = maximal ACh; hit rate 0.4% among 360,000; activation, % at 3 µM;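 active = activation above its plate's cutoff, the mean activation of sample wells plus 3 SD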; note: some results filed as inactive read as strong as hits
Target sequence (P08173 whole entry, looked up): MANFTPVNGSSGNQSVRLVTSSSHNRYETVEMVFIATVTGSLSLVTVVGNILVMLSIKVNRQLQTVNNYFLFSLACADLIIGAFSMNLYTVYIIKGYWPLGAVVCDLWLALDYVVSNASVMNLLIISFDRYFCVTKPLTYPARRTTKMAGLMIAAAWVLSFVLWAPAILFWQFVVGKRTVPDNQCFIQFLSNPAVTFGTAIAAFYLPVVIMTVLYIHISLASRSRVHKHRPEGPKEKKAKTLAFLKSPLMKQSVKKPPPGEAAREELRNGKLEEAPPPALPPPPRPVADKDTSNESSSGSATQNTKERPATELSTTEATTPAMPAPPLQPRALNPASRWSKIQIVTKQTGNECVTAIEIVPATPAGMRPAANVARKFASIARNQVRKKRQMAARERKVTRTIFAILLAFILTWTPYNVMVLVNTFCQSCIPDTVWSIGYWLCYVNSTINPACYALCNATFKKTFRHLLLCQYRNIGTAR
M1 antag = human CHRM1 antagonism; P11229; CHO-K1 hM1, Fluo-8 calcium fluorescence, ACh EC80 antagonist; inhibition, % at 3 µM; hit rate 1.3% among 360,000; AID 588852;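 active = percent inhibition above its own plate's cutoff, namely the mean of that plate's compound wells plus 3 SD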;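 note: peak over basal fluorescence ratio during 140 s after agonist addition; 0% = ACh EC80 plus DMSO and 100% = DMSO alone without agonist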
CHRM4 agonist = agonists of human muscarinic M4 receptor (CHRM4); hit rate 0.14% among 360,000; CHO-K1 hM4/Gqi5, Fluo-8 calcium fluorescence; vehicle 0%, full acetylcholine response 100%; P08173; activation, % at 3 µM; AID 624127;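 active = activation above the run mean over all test wells plus 3 SD, cut at about 32% in these data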;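 note: peak over basal fluorescence ratio per well then scaled between controls; 0% = DMSO wells and 100% = acetylcholine at EC100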
CHRM5 antagonist = blocks acetylcholine activation of human M5 receptor; P08912; CHO-hM5 cells, Fluo-8 calcium fluorescence, ACh EC80; inhibition, % at 3 µM; hit rate 0.59% among 360,000;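 active = inhibition above a per-plate cutoff, the mean of that plate's test compounds plus 3 SD, cut at about 27% in these data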;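 note: 0% = acetylcholine EC80 with DMSO and 100% = DMSO without agonist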
M5 ag = CHRM5 agonism in calcium assay. P08912. CHO-K1 hM5 cells, Fluo-8 calcium fluorescence; 0% DMSO wells, 100% maximal acetylcholine response. activation, % at 3 µM. hit rate 0.19% among 360,000. AID 624037;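 active = activation above the run's mean over test compounds plus 3 SD, cut at about 23% in these data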;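 note: signal is peak over basal fluorescence ratio across the kinetic read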
CRFR2-BP ag = agonists of human CRF-binding protein/CRF-R2 receptor complex. hit rate 0.46% among 350,000. AID 588473. HEK293 CRF-R2/CRF-BP, calcium dye fluorescence (FLIPR); percent of saturating CRF peptide response. activation, % at 13.2 µM;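 active = activation of at least 50%, plus an integration ratio under a set limit after plate pattern correction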;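 note: plate controls were neutral control wells without compound for no effect and CRF at EC100 for full effect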
CHRM4 antagonist = CHRM4 antagonism in calcium assay; P08173; CHO-hM4 cells, ACh EC80, Fluo-8 calcium fluorescence; inhibition, % at 3 µM; hit rate 0.73% among 360,000; AID 624125;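 active = inhibition above its plate's cutoff, the mean inhibition of sample wells plus 3 SD, cut at about 27% in these data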;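 note: 0% = acetylcholine EC80 with DMSO and 100% = DMSO without agonist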
M1 PAM = human CHRM1 positive allosteric modulation. AID 588819. hit rate 0.088% among 360,000. CHO-K1 hM1, Fluo-8 calcium fluorescence, ACh EC20; 0% = ACh EC20, 100% = maximal ACh. activation, % at 3 µM. P11229; in the data active = activation above about 19%, passing the limit was not always enough
An asterisk follows results filed as active; / = not tested or not shown.

1: Cc1ccc(CC(=O)Nc2ccc(S(=O)(=O)Nc3ncccn3)cc2)cc1
2: CSc1ccc(S(=O)(=O)NC(C)c2ccccc2)cc1 (stereo unspecified)
3: CCS(=O)(=O)N1CCC(C(=O)NCc2ccco2)CC1
4: O=C(Cn1nc(C(F)(F)F)c2c1CCCC2)Nc1ccc2c(c1)OCO2
5: COC(=O)c1ccc(CCc2cc(O)c(Br)cc2O)cc1
6: Cc1nc(Nc2cccc(C(C)O)c2)c2nnn(Cc3ccccc3F)c2n1 (stereo unspecified)
assay / entry	1	2	3	4	5	6
M5 PAM	8	2	-3	3	-13	-10
M4 PAM	-3	-5	0	-7	-5	-9
M1 antag	-15	-7	-20	-1	-16	3
CHRM4 agonist	2	1	0	1	4	11
CHRM5 antagonist	1	-1	3	0	17	12
M5 ag	0	-4	0	-5	-2	10
CRFR2-BP ag	0.1	-0.4	0.7	1.9	-5.7	0.8
CHRM4 antagonist	-1	-2	-9	6	-6	-5
M1 PAM	12	8	8	2	3	6

7: CCS(=O)(=O)N1CCC(C(=O)NCc2cc(OC)ccc2OC)CC1
8: Cc1ccnc(SCC(=O)Nc2sc3c(c2C#N)CCCC3)n1
9: O=C(CSc1nc(-c2ccccc2)cs1)Nc1nccs1
10: CCN(CC)S(=O)(=O)c1cccc(C(=O)OCC(=O)N2CC(=O)Nc3ccccc32)c1
11: CCCCCC(=O)Nc1c(-c2cccs2)c(=O)c2ccccc2n1C
12: Cc1noc(C)c1C(=O)OCC(=O)/C=C1/N(C)c2ccccc2C1(C)C
assay / entry	7	8	9	10	11	12
M5 PAM	1	-16	-16	2	0	2
M4 PAM	-4	-11	0	13	9	9
M1 antag	4	29	-1	-6	-6	-12
CHRM4 agonist	0	13	5	12	2	1
CHRM5 antagonist	6	30*	4	6	-6	8
M5 ag	1	2	1	-7	4	-1
CRFR2-BP ag	0.0	1.4	0.8	-0.3	-1.7	2.8
CHRM4 antagonist	-2	26	-3	-4	8	-7
M1 PAM	-4	-10	-1	11	9	5

13: COc1ccc(CNC(=O)C[C@H]2C[C@H](C(=O)N3CCCCC3)[C@@]3(CCc4ccccc4)c4[nH]c5cc(-c6ccco6)ccc5c4CCN3C2=O)cc1OC
14: Cc1cc(C)c(NC(=O)C(C)N2CCCCCC2)c(C)c1 (stereo unspecified)
15: COc1ccc(C(CNc2ccc(S(C)(=O)=O)cc2[N+](=O)[O-])N(C)C)cc1OC (stereo unspecified)
16: O=S(=O)(c1ccc(Oc2ccccc2)cc1)N1CCOCC1
17: Cc1cc([N+](=O)[O-])ccc1NC(=S)NC1CCCC1
18: COc1ccc2cc(CN(CC3CCCO3)C(=S)NCc3ccco3)c(=O)[nH]c2c1 (stereo unspecified)
assay / entry	13	14	15	16	17	18
M5 PAM	4	4	4	0	-12	13
M4 PAM	4	-7	11	1	-5	5
M1 antag	-7	-15	1	-4	6	3
CHRM4 agonist	1	0	2	4	16	1
CHRM5 antagonist	-5	13	-6	-5	27	-7
M5 ag	1	-2	-2	-1	1	-1
CRFR2-BP ag	0.5	-1.5	2.1	1.6	12	-1.1
CHRM4 antagonist	-5	10	-12	0	2	-18
M1 PAM	0	5	3	3	-4	0

19: Cc1ccc(C2CC(=O)Oc3cc(O)ccc32)cc1 (stereo unspecified)
20: CCOC(=O)NC(=O)CSc1ccc(S(=O)(=O)N(C)C2CCCCC2)cn1
21: Cc1ccc(N2C(=O)C3Sc4[nH]c(=O)sc4C(c4ccccc4)C3C2=O)cc1 (stereo unspecified)
22: COCCNC(=S)N(CCc1c(C)[nH]c2ccc(F)cc12)Cc1ccco1
23: NC(N)=Nc1ccc(C=C2C=Cc3ccccc32)cc1
24: CC(C)c1onc(C(=O)NCc2ccc(F)cc2)c1[N+](=O)[O-]
assay / entry	19	20	21	22	23	24
M5 PAM	-8	6	5	-2	6	6
M4 PAM	1	12	3	-4	11	5
M1 antag	1	1	-9	0	-9	2
CHRM4 agonist	2	-2	4	4	0	0
CHRM5 antagonist	6	-6	1	-1	9	1
M5 ag	-1	0	2	0	-10	-3
CRFR2-BP ag	-0.9	-5.1	6.7	-1.7	-1.2	-1.7
CHRM4 antagonist	-4	-20	-1	-14	-5	-6
M1 PAM	5	5	8	-1	5	-7

Random excerpt: three records from the list.
23: NC(N)=Nc1ccc(C=C2C=Cc3ccccc32)cc1
19: Cc1ccc(C2CC(=O)Oc3cc(O)ccc32)cc1 (stereo unspecified)
20: CCOC(=O)NC(=O)CSc1ccc(S(=O)(=O)N(C)C2CCCCC2)cn1
assay / entry	23	19	20
M5 PAM	6	-8	6
M4 PAM	11	1	12
M1 antag	-9	1	1
CHRM4 agonist	0	2	-2
CHRM5 antagonist	9	6	-6
M5 ag	-10	-1	0
CRFR2-BP ag	-1.2	-0.9	-5.1
CHRM4 antagonist	-5	-4	-20
M1 PAM	5	5	5

Continued:
25: Cc1ccc(NC(=O)COC(=O)c2nn(C)cc2Cl)cc1
26: CC(C)NC(=O)Cn1c(SCC(=O)c2ccc(F)cc2)nc2ccccc21
27: Cc1nnsc1C(=O)Nc1ccc(Cl)cc1Cl
28: O=C(CSc1ccccc1)N/N=C/c1ccccc1O
29: COc1ccc(OC(=O)N(C)C[C@@H]2OCc3cn(nn3)CCCC(=O)N([C@H](C)CO)C[C@H]2C)cc1
30: Cc1[nH]oc(=O)c1N=Nc1ccccc1
assay / entry	25	26	27	28	29	30
M5 PAM	4	1	1	-4	4	-3
M4 PAM	-2	0	-4	-2	-9	6
M1 antag	-2	-5	-14	-6	-6	-19
CHRM4 agonist	2	0	-1	1	0	1
CHRM5 antagonist	5	2	-3	1	-7	-2
M5 ag	-1	-7	-2	-1	2	-3
CRFR2-BP ag	-0.6	-0.7	-2.0	-2.1	/	0.0
CHRM4 antagonist	9	0	-5	-2	7	-12
M1 PAM	0	5	-4	3	4	6

31: COc1ccccc1CN(C)CC(=O)Nc1ccc(Cl)cc1F
32: C[C@@H]1CN([C@H](C)CO)C(=O)CCCn2nncc2CO[C@H]1CN(C)Cc1ccc(O)cc1
33: O=C1CC(c2cccc([N+](=O)[O-])c2)c2ccc3ccccc3c2N1 (stereo unspecified)
34: O=C(CNc1ccc(Br)cc1)Nc1ccc(S(=O)(=O)N2CCCCC2)cc1
35: CC1N(C(=O)N2CCOCC2)CCN1S(=O)(=O)c1ccc(Cl)cc1 (stereo unspecified)
36: CN(CC(=O)NNC(=O)CNC(=O)c1ccccc1Cl)S(=O)(=O)c1ccc(Cl)cc1
assay / entry	31	32	33	34	35	36
M5 PAM	-1	2	-10	-3	3	2
M4 PAM	-7	7	-3	-4	9	14
M1 antag	-3	11	1	-8	-10	-9
CHRM4 agonist	-1	1	14	15	0	1
CHRM5 antagonist	0	2	8	11	3	7
M5 ag	-4	1	2	1	0	3
CRFR2-BP ag	-8.9	3.2	0.6	-0.4	0.1	2.2
CHRM4 antagonist	-12	-1	-2	3	-6	-5
M1 PAM	-2	-2	0	2	15	7

37: COc1ccccc1N1CCN(S(=O)(=O)c2ccc3c(c2)n(C)c(=O)n3C)CC1
38: O=C(N/N=C/c1cccc([N+](=O)[O-])c1)c1cccs1
39: O=C(/C=C/c1ccco1)Nc1ccc(CN2CCOCC2)cc1
40: Cc1ccc(-c2ccc(NC(=O)C3C4C=CC(C4)C3C(=O)O)cc2)o1 (stereo unspecified)
41: CN(C(=O)c1ccc(NC(=O)Cc2ccc(NC(=O)C3CCN(C(=O)c4ccccc4)CC3)cc2)cc1)C1CC1
42: CCn1cc(S(=O)(=O)NCc2ccc(OC)cc2)cn1
assay / entry	37	38	39	40	41	42
M5 PAM	-3	-2	2	-3	6	-5
M4 PAM	-4	7	-1	2	1	-1
M1 antag	-5	-10	-9	-1	9	-14
CHRM4 agonist	2	0	1	1	0	2
CHRM5 antagonist	-4	-3	3	12	5	9
M5 ag	-3	-2	-6	0	0	-3
CRFR2-BP ag	-1.4	-0.3	2.9	-0.1	1.1	1.3
CHRM4 antagonist	-2	-1	-2	5	0	-12
M1 PAM	7	5	6	5	1	10

43: CCOC(=O)N1CCN(C(=O)CCN2C(=O)c3ccccc3S2(=O)=O)CC1
44: N#Cc1nc(-c2ccc(OCc3ccc(Cl)cc3)cc2)oc1NCCCn1ccnc1
45: CCN(Cc1ccccc1)C(=O)COC(=O)[C@@H]1CCCN1C(=O)c1cccs1
46: CCN(CC)c1ccc(S(=O)(=O)N(CC)CC)cc1NC(=O)c1cccnc1
47: CC(=O)c1cccc(NC(=O)COc2cc(C)on2)c1
48: O=C(O)c1ccccc1NS(=O)(=O)c1ccc(N/N=C/c2ccc(O)c(O)c2)c([N+](=O)[O-])c1
assay / entry	43	44	45	46	47	48
M5 PAM	-4	8	0	-3	-1	11
M4 PAM	6	11	8	-1	-1	6
M1 antag	-3	-7	-15	12	-11	-1
CHRM4 agonist	0	1	2	7	1	-2
CHRM5 antagonist	0	-4	10	3	-1	-3
M5 ag	6	-4	0	3	2	-5
CRFR2-BP ag	1.6	0.3	0.1	-2.9	0.1	-6.9
CHRM4 antagonist	-3	-5	-2	-4	8	3
M1 PAM	10	10	6	2	10	2

Single records, from the list above.
`N#Cc1nc(-c2ccc(OCc3ccc(Cl)cc3)cc2)oc1NCCCn1ccnc1` is listed with M5 PAM: 8; M4 PAM: 11; M1 antag: -7; CHRM4 agonist: 1; CHRM5 antagonist: -4; M5 ag: -4; CRFR2-BP ag: 0.3; CHRM4 antagonist: -5; M1 PAM: 10
`CCN(Cc1ccccc1)C(=O)COC(=O)[C@@H]1CCCN1C(=O)c1cccs1` is listed with M5 PAM: 0; M4 PAM: 8; M1 antag: -15; CHRM4 agonist: 2; CHRM5 antagonist: 10; M5 ag: 0; CRFR2-BP ag: 0.1; CHRM4 antagonist: -2; M1 PAM: 6

Next compounds follow.
49: Oc1cccc(-n2nnnc2SCc2ccccc2F)c1
50: CC(=O)O[C@H](COc1c2ccoc2cc2oc(=O)ccc12)C(C)(C)O
51: O=S(=O)(c1cccc(S(=O)(=O)N2CCN(c3ncccn3)CC2)c1)N1CCOCC1
52: CCCN1CCN(CCCNC(=O)Cn2nc(C)n3c(cc4cc(F)ccc43)c2=O)CC1
53: N=c1n(CCN2CCCCC2)c2ccccc2n1CC(O)c1ccc(Cl)c(Cl)c1 (stereo unspecified)
54: CC(c1ccco1)N(C(=O)c1ccc(C#N)cc1)c1ccccn1 (stereo unspecified)
55: CC(C)c1cc(CNC(=O)CCc2nnc(CCCCc3ccccc3)o2)on1
56: CCOC(=O)C1(Cc2ccccc2C(F)(F)F)CCN(C2CCN(C(C)=O)CC2)CC1
57: CCCC[C@@H]1CCCO[C@@](C(=O)NCc2ccccn2)(C(F)(F)F)C1
assay / entry	49	50	51	52	53	54	55	56	57
M5 PAM	-6	0	8	2	-5	3	2	-11	4
M4 PAM	-7	5	1	-2	-12	1	-6	-1	7
M1 antag	6	-1	-11	-11	10	-6	-5	4	-4
CHRM4 agonist	4	2	1	1	9	0	4	1	-2
CHRM5 antagonist	6	13	-2	3	-1	-1	-9	10	17
M5 ag	-3	0	0	-5	-4	-1	3	-10	-8
CRFR2-BP ag	-0.4	-2.0	-1.6	0.1	24	-0.9	0.8	-2.2	-0.4
CHRM4 antagonist	1	-7	-6	-4	15	-7	-8	-1	-5
M1 PAM	-2	7	7	8	-19	2	4	-18	17

Screening data (PubChem)
